Screens deposited in PubChem BioAssay by National Center for Advancing Translational Sciences (NCATS).
A549 tox = counter-screen for Nrf2 inhibitors: cytotoxicity in A549 cells; A549 ARE-Fluc cells, CellTiter-Fluor viability, 18-24 h; Potency, µM (doses to about 46 µM), for the others: at the top dose activity change, negative = cytotoxicity, most hits filed as inhibitors; actives 0.16% (n = 390,000); also: potency is read from the fitted curve at half-maximal effect; % is scaled to controls: 0 for no effect and ±100 for the full control effect
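Cytotoxicity counterscreen: CellTiter-Fluor fluorescence was measured in A549 ARE_Fluc cells after 18-24 h of compound exposure in a concentration series. The subsequent BugLite luminescent read reports ARE-luciferase activity.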
TGFb inhibitor = blocks TGF-b signaling. HepG2 CAGA-GFP TGF-b/SMAD3 reporter, GFP fluorescence, 18 h; TGF-beta stimulated, 500 pg/mL final. actives 1.2% (n = 410,000). Potency, µM (titrated, usually from 46.1 µM), without a hit: at the top dose activity, negative = inhibition, hits mostly inhibitors; also: potency is read from the fitted curve at half-maximal effect; % is scaled to controls: 0 for no effect and ±100 for the full control effect; nearly all actives have a fitted effect of over 65% in size
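Inhibition of TGF-beta-driven CAGA-GFP reporter expression in HEPG2 cells is measured by cellular GFP fluorescence after 18 h stimulation with 500 pg/mL recombinant TGF-beta in 1% FBS medium at 37 degrees C.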
Nrf2 activator = Nrf2 pathway activation. AREc32 ARE-luciferase reporter (MCF7-derived line), luminescence, 24 h. AID 624171. Potency, µM (top dose mostly 46.1 µM), for inactives: at the top dose activation, hits mostly activators. actives 0.31% (n = 410,000); also: potency is read from the fitted curve at half-maximal effect; % of control where 0% means no effect; nearly all actives have a fitted effect of over 65% in size
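Luminescent ARE reporter assay in AREc32_Fluc cells: overnight plating at 37 deg C, 24 hr compound incubation, Steady-Glo added, 30 min RT before reading.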
IL-1B inflam inh = blocks inflammasome-driven IL-1 beta release | THP-1 LPS/ATP IL-1B secretion, AlphaLISA, 16 h; hits give low values | activity change, % at 57.5 µM | actives 4.7% (n = 360,000); in the data active = activity change below about -50%; inconclusive = mostly about -30% to -49%; also: % is scaled to controls: 0 for no effect and ±100 for the full control effect
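Secreted IL-1B measured by AlphaLISA bead assay after 16 h compound exposure of THP-1 cells; compounds (final up to 57.5 uM) added 1 h before LPS (250 ng/mL) and ATP (1.25 mM) stimulation; lower signal means less secretion.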
S2 tox = viability counter-screen for ATXN expression inhibitors; S2 cells (HEK-293 line with an ATXN2-luciferase reporter) viability, CellTiter-Fluor protease fluorescence, 24 h; Potency, µM (highest dose often 56.7 µM), most hits filed as cytotoxic; actives 0.49% (n = 400,000); AID 651635; also: potency is read from the fitted curve at half-maximal effect; nearly all actives have a fitted effect of over 40% in size
ATXN2 expr inh = reduces ATXN2 reporter expression in HEK-293 cells. HEK-293 ATXN2-luciferase reporter, luminescence, 24 h. Potency, µM (series often up to 57 µM), for the others: at the highest dose activity change, negative = inhibition, most hits filed as inhibitors. actives 0.72% (n = 360,000); also: potency is read from the fitted curve at half-maximal effect; % is scaled to controls: 0 for no effect and ±100 for the full control effect; nearly all actives have a fitted effect of over 55% in size
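qHTS (up to 57 uM final) was run with 24 h compound exposure of reporter cells at 37 °C. Each well was multiplexed: SteadyGlo luminescence measured ATXN2-luciferase expression after a fluorogenic Gly-Phe-AFC viability readout (25 uM final).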
MCF10A rereplic = DNA re-replication induction in MCF 10a cells | MCF 10A DNA re-replication, Hoechst nuclear intensity, 48 h | Potency, µM (highest dose often 46.1 µM), without a hit: top-dose activity, positive = re-replication, most hits filed as activators | actives 2.9% (n = 350,000) | AID 624296; also: potency is read from the fitted curve at half-maximal effect; % of control where 0% means no effect; nearly all actives have a fitted effect of over 50% in size
Nrf2 block = blocks Nrf2 signaling. Potency, µM (top dose mostly 46 µM), for the others: top-dose activity change, negative = inhibition, usual class: inhibitors. actives 2.1% (n = 360,000). A549 ARE-Fluc reporter, luciferase luminescence, 18-24 h. AID 504444; also: potency is read from the fitted curve at half-maximal effect; % is scaled to controls: 0 for no effect and ±100 for the full control effect; nearly all actives have a fitted effect of over 60% in size
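Two sequential reads on A549 ARE_Fluc cells exposed to compound for 18-24 h: a CellTiter-Fluor fluorescence read for viability, then a luciferase luminescence read for Nrf2/ARE activity.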
HepG2 tox = HepG2 cytotoxicity, counter-screen for TGF-b inhibitors. HepG2 CAGA-GFP viability, ATP luminescence, 18 h. Potency, µM (doses to about 46.1 µM), for the others: at the highest dose activity change, negative = cytotoxicity, actives largely listed as cytotoxic. actives 0.76% (n = 410,000). AID 588856; also: potency is read from the fitted curve at half-maximal effect; some results filed as inactive show a strong effect at the top dose
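CellTiter-Glo luminescence gave cytotoxicity after 18 hours at 37 degrees C. The cells were HepG2 CAGA-GFP in 1% FBS DMEM, stimulated with 500 pg/mL TGF-beta after compound addition. %Activity was normalised to no-cell wells (complete cell-killing) and DMSO (no toxicity), and curves were fitted and classified.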
* marks the source's active call; other numbers are inactive results; i = inactive; ? = inconclusive; / = not tested or not shown; [ ] = remark or other dose. Unless noted, calls follow the shape of the dose curve; as a rule, active = well fitted curve in the direction sought with a large enough effect; inconclusive = small, poorly fitted or top-dose-only effect, or another doubt; inactive = no such curve, though single readings can be large; an effect the other way counts as inactive or inconclusive.

canonical_smiles	A549 tox	TGFb inhibitor	Nrf2 activator	IL-1B inflam inh	S2 tox	ATXN2 expr inh	MCF10A rereplic	Nrf2 block	HepG2 tox
Cc1cc(NS(=O)(=O)c2ccc(NC(=O)c3cc(-c4cccnc4)nc4ccc(Cl)cc34)cc2)no1	-3%	-4%	-0.1%	39	i	3%	-10%	/	-16%
Cc1cc(OC(=O)c2c(Cl)cccc2Cl)nc(C)n1	-4%	-1%	?	?	i	2%	?	?	-20%
COc1ccc(OC)c(-c2csc(N3CCC(c4ccccc4)CC3)n2)c1	2%	6%	-0.8%	20	i	0%	2%	-6%	1%
CC(Oc1ccc(F)cc1)c1ccnc2nc(/N=C/N(C)C)nn12 (stereo unspecified)	-1%	1%	3.0%	25	i	5%	1%	-3%	-9%
CNC(=S)N(CCc1ccccc1)Cc1cc2cc(OC)c(OC)cc2[nH]c1=O	-1%	1%	2.1%	0	i	3%	-10%	17%	-12%
COc1cccc(-c2csc(N3CCN(Cc4ccccc4)CC3)n2)c1	3%	-6%	0.8%	-11	i	45%[activator]	?	1%	-25%
COc1cc(NC(=O)c2cccs2)ccc1NC(=O)Cc1ccccc1	-3%	6%	0.3%	-17	i	4%	?	?	-1%
CC(C)Cn1c(=O)c2ccccc2n2c(CCC(=O)O)nnc12	-3%	-1%	0.4%	0	i	1%	4%	-12%	1%
COc1cc(NC(=O)c2cnc3c(-c4ccc(F)cc4)c(C)nn3c2C)cc(OC)c1	-7%	?	-0.6%	/	/	/	/	-1%	-22%
COc1ccc(C2=C(C)C(=NCc3ccc(OC(C)C)cc3)NS2(=O)=O)cc1	-1%	-10%	0.4%	/	i	13%	/	-20%	-9%
COc1ccc(CCNC(=O)C(=O)NN=C2CCCCCCC2)cc1OC	16%	-14%	0.3%	5	i	-11%	-3%	13%	-1%
O=C(NCC(=O)N(CC1CCCO1)C(C(=O)NC1CCCCC1)c1cccnc1)c1cccs1 (stereo unspecified)	11%	?	0.2%	8	i	/	-3%	5%	-1%
Cc1c(C(=O)Nc2ccc(F)c(Cl)c2)sc2nc3n(c(=O)c12)CCC3	0%	?	1.2%	/	/	/	/	-10%	-2%
CCOc1ccc(NC(=O)CCNC(=O)C2CCN(S(=O)(=O)c3ccccc3)CC2)cc1	-2%	18%	-1.4%	-16	i	11%	18%	-11%	5%
COc1ccc2[nH]cc(CCCN3C(=O)c4ccccc4C3=O)c2c1	2%	-7%	-1.0%	?	i	-6%	?	?	-28%
COCc1cc(Sc2c(Cl)cccc2Cl)nc(-c2ccccc2)n1	14%	-7%	-0.8%	3	i	-17%	?	/	-43%
O=C(N/N=C/c1cc2c(cc1Cl)OCO2)c1ccc2c(c1)OCCO2	-8%	-2%	2.0%	-58*	?	0%	?	-3%	-2%
O=C(c1ccco1)N(CCO)Cc1cc2cc3c(cc2[nH]c1=O)OCO3	-2%	-43%	-0.4%	19	i	-34%	2%	0%	2%
O=C(COC(=O)[C@@H]1CC(O)CN1S(=O)(=O)c1ccc(Cl)cc1)NC(=O)NCc1ccccc1 (stereo partly specified)	-1%	6%	-0.6%	2	i	4%	-2%	-9%	3%
Cn1c(=O)[nH]c(=O)c2c1nc(OC(=O)c1ccccc1)n2CC(O)COc1ccc(F)cc1 (stereo unspecified)	-5%	11%	-1.1%	0	i	9%	?	-6%	2%
COc1cc(/C=C2/C(=O)ON=C2C)ccc1OCc1ccccc1F	2%	-7%	3.6%	-100*	?	?	?	7%	-17%
O=c1c2ccccc2nc(SCc2cn3ccsc3n2)n1-c1ccccc1F	?	?	2.5%	-6	?	-4%	21%	?	-11%
COCCN(C(=O)COC(=O)C12CC3CC(CC(Cl)(C3)C1)C2)c1c(N)n(Cc2ccccc2)c(=O)[nH]c1=O	-2%	-18%	-0.1%	-11	?	-9%	-2%	8%	3%
CC(C)c1ccc(N(C(=O)c2csnn2)C(C(=O)NC(C)(C)C)c2ccncc2)cc1 (stereo unspecified)	0%	-15%	24%	36	i	64%[activator]	3%	?	-22%
CCCn1c(C)cc(/C=C(\C#N)C(=O)OCC(=O)NC(=O)NC(C)(C)C)c1C	-8%	2%	0.0%	33	i	7%	12%	2%	-18%
COC(=O)c1c(NC(=O)COc2ccc(Cl)cc2)sc2c1CC(C)(C)NC2(C)C	11%	-1%	-0.4%	-97*	i	-25%	?	1%	-21%
CCCCOCCCNC(=O)c1ccc(OCC)cc1	-1%	7%	0.5%	8	i	-3%	-9%	/	-1%
COc1cc(C(=O)NCc2ccccn2)ccc1OCc1c(C)noc1C	-1%	8%	-0.6%	-3	?	-38%	-7%	-7%	0%
CCOc1ccc2ccccc2c1/C=N/NC(=O)CC1(C)OCCCO1	0%	-14%	9.3%	-12	i	7%	14%	7%	-31%
CC(C)=NOCC(=O)Nn1c(COc2ccccc2)nc2ccccc2c1=O	9%	-7%	-0.7%	0	?	/	-2%	-19%	-15%
CN1CCCN(c2ncnc3scc(-c4ccc(F)cc4)c23)CC1	-4%	1%	-0.1%	-7	i	/	-1%	-20%	3%
CCOc1ccc(C2c3c(oc4ccc(C)cc4c3=O)C(=O)N2CCCN(C)C)cc1OC (stereo unspecified)	3%	1%	3.4%	/	/	/	/	/	-5%
COc1ccc(-c2cc(-c3ccccc3)c(C#N)c(SCC(O)CS(=O)(=O)Cc3ccc(Cl)cc3)n2)cc1 (stereo unspecified)	0%	-5%	0.2%	/	i	-1%	/	10%	8%
COc1ccc(NC(=O)CC2C(=O)N(c3ccccc3)C(=O)N2Cc2ccco2)cc1 (stereo unspecified)	-15%	-3%	-0.7%	-8	i	-1%	-13%	-18%	6%
COc1cc2c[n+](C)c3c4ccccc4ccc3c2cc1OC	-7%	-27%	3.3%	-112*	i	-35%	-8%	16µM*	-11%
Cc1ccc2nc(N(CCCN(C)C)C(=O)c3sc4ccccc4c3Cl)sc2c1	3%	?	-2.0%	-91*	?	?	?	27%	-66%
CC(=O)c1cccc(NC(=O)CN(c2ccc(C)cc2)S(=O)(=O)c2cccc3nonc23)c1	-10%	-21%	-0.6%	-8	i	-3%	?	-8%	-22%
COc1ccc(Cl)cc1Nc1cc(C)nc2nc(-c3ccccc3C)nn12	1%	-2%	0.8%	/	i	0%	/	23%	-1%
CSc1cccc(NC(=O)Cc2ccccc2[N+](=O)[O-])c1	-11%	-12%	4.0%	0	i	-8%	?	?	-15%
O=C(CNCCc1ccccc1)N1CCc2ccccc2C1	-1%	12%	3.7%	6	i	23%	11%	?	3%
O=C(CS(=O)(=O)c1cccc2nsnc12)N1CCN(c2ccccc2)CC1	0%	-6%	0.1%	/	i	-4%	/	/	-7%
CCOC(=O)c1c(NC(=O)CN(CC)CC)sc2c1CCC2	-6%	-28%	0.8%	-7	i	4%	?	-12%	-38%
COCCNC(=S)Nc1ccc(N2CCCCC2)cc1	8%	-4%	-0.2%	-10	i	3%	14%	12%	-13%
COc1ccccc1CNC(=O)c1sc2nc3n(c(=O)c2c1C)CCC3	2%	1%	0.4%	/	/	/	/	-10%	-2%
O=C(NN1CCOCC1)c1ccc(Cl)c(Cl)c1	-1%	3%	-0.6%	0	i	-14%	-10%	-9%	2%
COc1ccc(-n2cccc2/C=C2\C(=N)N3N=C(C(C)C)SC3=NC2=O)cc1	-11%	-8%	0.1%	0	i	-5%	0%	6%	-4%
C[C@@H]1CN([C@H](C)CO)C(=O)c2cccc(NC(=O)Nc3ccc(C(F)(F)F)cc3)c2O[C@H]1CN(C)S(=O)(=O)c1cccs1	-30%	?	-4.9%	-55*	/	?	?	?	-28%
COc1ccccc1/C=C/C(=O)NCC(=O)N/N=C/c1cc(Br)ccc1OC	-3%	?	-0.5%	103	?	?	?	/	7%

The closing three records of the section before lead into the next:
canonical_smiles	A549 tox	TGFb inhibitor	Nrf2 activator	IL-1B inflam inh	S2 tox	ATXN2 expr inh	MCF10A rereplic	Nrf2 block	HepG2 tox
COc1ccc(-n2cccc2/C=C2\C(=N)N3N=C(C(C)C)SC3=NC2=O)cc1	-11%	-8%	0.1%	0	i	-5%	0%	6%	-4%
C[C@@H]1CN([C@H](C)CO)C(=O)c2cccc(NC(=O)Nc3ccc(C(F)(F)F)cc3)c2O[C@H]1CN(C)S(=O)(=O)c1cccs1	-30%	?	-4.9%	-55*	/	?	?	?	-28%
COc1ccccc1/C=C/C(=O)NCC(=O)N/N=C/c1cc(Br)ccc1OC	-3%	?	-0.5%	103	?	?	?	/	7%
COc1ccc(C2Cc3ccccc3C(=O)O2)cc1 (stereo unspecified)	-4%	0%	0.5%	-14	?	6%	-3%	-23%	-24%
Cc1cccc(OCC(=O)NNC(=O)c2ccccc2OCc2c(C)noc2C)c1	-1%	-3%	0.0%	-8	i	9%	-4%	5%	2%
Nc1nc2c(nc(SCc3ccccc3Br)n2C2OC(CO)C(O)C2O)c(=O)[nH]1 (stereo unspecified)	1%	-33%	-0.8%	-2	i	2%	-3%	2%	0%
Fc1ccc(N/N=C2/CCSc3sccc32)c(F)c1	1%	1%	?	10	?	-19%	1%	21%	27%

Outcome played no part in choosing rows; about 8.8% have a hit in one of these screens.
